# PTHR1 ag – qHTS for PTHR1 Agonists: Primary Screen | Parathyroid hormone/parathyroid hormone-related peptide receptor (Homo sapiens), Q03431 | HEK293 GP2 PTHR1 cells, GloSensor cAMP luminescence, 1 h | Potency, µM (doses to about 115 µM), inactives show top-dose activation, usual class: activators | hit rate 0.075% among 410,000 | AID 743266, 2014; note: potency is the fitted concentration of half-maximal effect; nearly all actives have a fitted effect of over 55% in size; some results filed as inactive show a strong effect at the top dose; inactives centre near -15; many of its hits are not listed in these tables
#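 HEK-293-derived GP2 cells expressing PTHR1 and a GloSensor cAMP reporter, 3,000/well, plated overnight, given luciferin plus IBMX (each 0.5 mM as added) for 1 h at 37 °C, then compound for 1 h at 37 °C. Luminescence was read after 15 min at room temperature.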
# GLP1R cytotox – qHTS of GLP-1 Receptor Inverse Agonists: Cytotox Screen; Potency, µM (doses to about 38.3 µM), without a hit: at the highest dose activity change, negative = inhibition, actives largely listed as inhibitors; HEK293 cAMP-luciferase reporter cells, luminescence, 24 h; hit rate 0.13% among 410,000;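 note: loss of luciferase light is scored as toxicity; potency is the fitted concentration of half-maximal effect; % is set by controls: 0 for no effect and ±100 for the full control effect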
#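 To flag toxic compounds, the library was rerun on cells for 24 hr at 37 deg C and 5% CO2. Viability-linked luminescence was captured 12 min after adding luciferase detection reagent.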
# TDP43 rescue – qHTS of TDP-43 Inhibitors | TDP-43 expressing yeast growth rescue, BacTiter-Glo, 24 h | Potency, µM (titrated, usually from 46.1 µM), for inactives: top-dose growth rescue (activation), actives largely listed as activators | hit rate 1.8% among 410,000 | AID 652104, 2013; note: potency is the fitted concentration of half-maximal effect; % of control where 0% means no effect; nearly all actives have a fitted effect of over 50% in size
#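 Cell-based yeast growth screen: TDP-43 expression induced in galactose, inoculum OD600=0.02 after raffinose pregrowth to mid-log. Read-out BacTiter-Glo luminescence at 24 hr, 30 deg C; inhibition of toxicity seen as signal increase.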
# GLP-1R agonist – qHTS of GLP-1 Receptor Agonists | Glucagon-like peptide 1 receptor (Homo sapiens), P43220 | HEK293 GLP-1R CRE-luciferase, luminescence, 4-6 h; cells express a hypersensitive GLP-1R form | Potency, µM (doses to about 45.6 µM), inactives show at the top dose activation, actives largely listed as activators | hit rate 0.007% among 380,000 | AID 624172, 2012; note: potency is the fitted concentration of half-maximal effect; % of control where 0% means no effect
# Target sequence (P43220 whole entry, looked up): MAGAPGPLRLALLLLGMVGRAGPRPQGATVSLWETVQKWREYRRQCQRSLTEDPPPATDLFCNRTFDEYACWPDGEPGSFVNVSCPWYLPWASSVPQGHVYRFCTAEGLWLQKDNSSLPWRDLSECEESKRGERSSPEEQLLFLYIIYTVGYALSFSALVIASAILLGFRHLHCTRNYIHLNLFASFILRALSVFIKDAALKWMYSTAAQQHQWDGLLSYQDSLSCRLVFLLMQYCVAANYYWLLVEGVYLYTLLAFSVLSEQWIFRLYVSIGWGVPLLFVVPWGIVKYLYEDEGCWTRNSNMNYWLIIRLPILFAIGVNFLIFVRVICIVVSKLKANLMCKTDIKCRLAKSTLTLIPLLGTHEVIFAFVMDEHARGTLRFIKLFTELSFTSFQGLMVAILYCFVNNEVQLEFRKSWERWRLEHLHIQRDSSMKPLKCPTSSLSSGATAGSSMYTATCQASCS
# D3 antag – qHTS of D3 Dopamine Receptor Antagonist: qHTS | AID 652054, 2013 | hit rate 2.5% among 360,000 | max response, negative = inhibition, % | D3R cells, DiscoveRx beta-arrestin luminescence, antagonist mode; hits give low values; in the data active = max response below about -50%; inconclusive = no clear call, values can overlap the other calls; note: % is set by controls: 0 for no effect and ±100 for the full control effect; mostly tested at two doses, the higher about 12 µM
# Target sequence (P35462 whole entry, looked up): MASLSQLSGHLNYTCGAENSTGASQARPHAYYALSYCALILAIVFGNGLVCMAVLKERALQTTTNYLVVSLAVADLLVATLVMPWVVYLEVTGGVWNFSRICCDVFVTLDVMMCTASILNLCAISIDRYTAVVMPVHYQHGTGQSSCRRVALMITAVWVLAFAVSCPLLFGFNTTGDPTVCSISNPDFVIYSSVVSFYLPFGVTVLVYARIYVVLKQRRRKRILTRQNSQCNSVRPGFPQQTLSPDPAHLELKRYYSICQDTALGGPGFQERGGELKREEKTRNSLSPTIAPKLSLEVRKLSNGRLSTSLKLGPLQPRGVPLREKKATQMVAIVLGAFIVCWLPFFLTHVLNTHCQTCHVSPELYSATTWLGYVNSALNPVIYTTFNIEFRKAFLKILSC
#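 Cells expressing the human receptor were seeded at 1500 cells/well, incubated overnight at 37 degrees C in 5% CO2, then exposed to library compounds with dopamine controls for 90 minutes at 37 degrees C before luminescent detection.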
# KB-V1 cytotox – qHTS assay for MDR1-selective chemotherapeutics: Primary screen using the drug-selected MDR subline cells KB-V1; KB-V1 MDR cells viability, CellTiter-Glo, 72 h; Potency, µM (highest dose often 46.1 µM), for inactives: at the highest dose activity change, negative = cytotoxicity, most hits filed as cytotoxic; hit rate 3.4% among 400,000; AID 1347076, 2019; note: potency is the fitted concentration of half-maximal effect; % is set by controls: 0 for no effect and ±100 for the full control effect; nearly all actives have a fitted effect of over 60% in size
#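 KB-V1 MDR subline cells in DMEM (phenol-red free, 10% FBS) exposed to compounds in qHTS concentration series for 72 h at 37 degrees C. Viability read by CellTiter-Glo luminescence; concentration-effect curves fitted after normalization and correction.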
# DRD3 agonist – qHTS of D3 Dopamine Receptor Agonist: qHTS | AID 652048, 2013 | D3R DiscoveRx beta-arrestin cells, luminescence, 90 min | hit rate 0.58% among 410,000 | max activation, % | D(3) dopamine receptor (Homo sapiens), P35462; in the data active = max activation above about 30%; note: 0% is about no effect; mostly tested at two doses, the higher about 12 µM
#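 Agonist-mode cell screen: cells plated at 1500/well and incubated overnight at 37 °C, then exposed to library compounds for 90 min at 37 °C. Detection reagent was added for 30–60 min at room temperature, and luminescence was read.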
# GLP-1R inv ag – qHTS of GLP-1 Receptor Inverse Agonists (Inhibition Mode). Potency, µM (top dose mostly 38.3 µM), inactives show at the highest dose activity change, negative = inhibition, most hits filed as inhibitors. hit rate 1.6% among 410,000. HEK293 GLP-1R CRE-luciferase, luminescence, 24 h; GLP-1R form is constitutively active. Glucagon-like peptide 1 receptor (Homo sapiens), P43220; note: potency is the fitted concentration of half-maximal effect; % is set by controls: 0 for no effect and ±100 for the full control effect; nearly all actives have a fitted effect of over 55% in size
#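 Inverse agonists were sought by their lowering of basal cAMP reporter luciferase output in HEK293 cells stably carrying constitutively active human GLP-1R, after 24 h compound treatment.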
# aSyn rescue – qHTS of alpha-syn Inhibitors | Yeast expressing alpha-synuclein, growth rescue, BacTiter-Glo, 24 h | Potency, µM (highest dose often 46.1 µM), inactives show at the top dose growth rescue (activation), actives largely listed as activators | hit rate 0.14% among 370,000 | AID 652106, 2013; note: potency is the fitted concentration of half-maximal effect; % of control where 0% means no effect; nearly all actives have a fitted effect of over 65% in size
#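 Galactose-induced alpha-syn yeast (OD600=0.02, raffinose-pregrown) + pinned cpd, 24 hr, 30 deg C; growth by BacTiter-Glo luminescence. Growth restoration scores as activation.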
# Starred values were filed as active, the others as inactive; i = inactive; u = inconclusive; x = no result given; [ ] = dose if it differs, or a comment. Unless noted, calls come from the whole dose curve; as a rule, active = well fitted curve in the direction sought with a large enough effect; inconclusive = small, poorly fitted or top-dose-only effect, or another doubt; inactive = no such curve, though single readings can be large; an effect the other way counts as inactive or inconclusive. The list is partial; the hit share may differ from the screen's.
# Start of the listing, in advance:
SMILES,PTHR1 ag,GLP1R cytotox,TDP43 rescue,GLP-1R agonist,D3 antag,KB-V1 cytotox,DRD3 agonist,GLP-1R inv ag,aSyn rescue
O=C(Nc1nc2ccccc2s1)c1ccc(F)cc1,-44%[inhibitor],8%,13%,3%,1,-5%,1,u,-8%
O=C(CSc1nnc(-c2cccs2)n1-c1ccccc1)c1ccc2c(c1)OCCO2,i,-22%,11%,-20%,60,-2%,12,-26%,7%

# Main list, from the first entry:
SMILES,PTHR1 ag,GLP1R cytotox,TDP43 rescue,GLP-1R agonist,D3 antag,KB-V1 cytotox,DRD3 agonist,GLP-1R inv ag,aSyn rescue
O=C(Nc1nc2ccccc2s1)c1ccc(F)cc1,-44%[inhibitor],8%,13%,3%,1,-5%,1,u,-8%
O=C(CSc1nnc(-c2cccs2)n1-c1ccccc1)c1ccc2c(c1)OCCO2,i,-22%,11%,-20%,60,-2%,12,-26%,7%
CCCCOC(=O)Cn1c(=N)n(CCN2CCOCC2)c2ccccc21,i,-4%,0%,-2%,15,-1%,2,8%,1%
O=C(O)c1ccc2cccnc2c1O,-2%,-2%,7%,4%,-20,4%,-4,11%,0%
O=C(NC1=NCCS1)c1ccncc1,i,-3%,15%,-12%,10,-2%,1,-13%,1%
COc1ccc(C(=O)Nc2ccc(-c3nc4ncccc4o3)cc2)cc1,i,-9%,u,x,x,1%,-1,1%,x
CCOc1cccc(NC(=O)C2CC(=O)N(CC)C(=Nc3ccc(F)cc3)S2)c1 (stereo not given),-29%,-8%,22µM*,-4%,x,u,3,u,u
Cc1c(-n2c(SCC(=O)NC(C)C)nc3ccccc3c2=O)c(=O)n(-c2ccccc2)n1C,27%,7%,0%,2%,-14,0%,0,6%,-6%
CCCCNC(=O)c1ccc2c(c1)ncn2C1CCCC1,-2%,-10%,-17%,-2%,-3,0%,-13,0%,0%
COc1ccc(-c2nnc(SCC(=O)NCc3cccs3)n2C)cc1,-5%,-21%,-24%,-4%,4,-18%,1,12%,9%
O=C(Nc1cccc([N+](=O)[O-])c1)c1cccc(C(=O)Nc2cccc([N+](=O)[O-])c2)c1,i,8%,14%,5%,16,0%,3,13%,0%
O=c1c(C=Nc2cccc(C(F)(F)F)c2)c[nH]n1-c1cccc(Cl)n1,i,4%,16%,-8%,-12,4%,-1,78%[activator],-5%
C#CCOCCOCCOCCNc1nc(N2CCN(C(=O)[C@H](Cc3ccc(O)cc3)n3cc([C@@H](N)C(C)CC)nn3)CC2)nc(N2CCN(C(=O)[C@H](Cc3cc4ccccc4[nH]3)n3cc([C@@H](N)CC(C)C)nn3)CC2)n1 (stereo not given in full),-21%,-29%,1%,-3%,37,u,-10,3%,0%
O=C(Cn1cnc2cc([N+](=O)[O-])ccc2c1=O)Nc1ccc(Br)cc1,-23%,-16%,-14%,0%,u,-30%,-18,-28%,-3%
COc1cc(C(=O)Nc2sc3c(c2C(=O)O)CCC3)cc(OC)c1OC,i,-2%,-3%,7%,6,7%,-10,21%,1%
C=CCN1C(=O)CS/C1=C(\C#N)S(=O)(=O)c1ccc(C)cc1,-20%[57.5 µM],9%,-9%,-35%[inhibitor],4,6%,-7,1%,22%
COc1cc(NC(=O)Cn2nnc(-c3ccncc3)n2)cc(OC)c1,i,3%,-16%,0%,3,-10%,-2,32%[activator],9%
COc1ccc(-c2n[nH]c3c2C(c2ccc(O)cc2)N(c2ccc(Br)cc2)C3=O)cc1 (stereo not given),-39%[inhibitor],-1%,6%,x,x,x,-6,0%,x
O=C(CN1C(=O)COc2ccc(S(=O)(=O)N3CCCCCC3)cc21)N1CCN(c2ccc(Cl)cc2)CC1,-58%[inhibitor],-9%,-17%,-4%,x,u,-19,u,-2%
CCCCCOc1ccc(Br)cc1CSC(=N)N,-46%[inhibitor],10µM*,-2%,-5%,-5,9.2µM*,2,u,-19%
CN(CCc1cn[nH]c1)Cc1nc(Cc2ccccc2)no1,i,8%,12%,9%,9,9%,5,16%,3%
Cc1cccc(NC(=O)NCc2ccc3c(c2)cc(C)n3C)c1,0%,-4%,-12%,0%,-21,8%,3,5%,-2%
COC(=O)c1cc(CNC(=O)CC(C)c2ccccc2)ccc1OC (stereo not given),i,-8%,0%,4%,-1,-10%,1,8%,-1%
CCOc1ccc2nc(SC3CC(=O)N(c4cccc(OC)c4)C3=O)sc2c1 (stereo not given),i,-28%,u,-3%,8,1%,5,5%,6%
O=C(CN1CCN(Cc2ccccc2)CC1)NCc1ccccc1Cl,i,-1%,-7%,22%,0,-1%,-5,-30%,1%
Cc1ccsc1C(=O)Nc1ccccc1N1CCCC1,-15%,1%,u,18%,11,-23%,-2,u,2%
C=CCOc1cccc(NC(=O)c2ccccc2SC)c1,-1%,8%,12%,9%,-26,-16%,-6,-26%,-16%
CCOC(=O)c1cc(-c2ccc(/C=N\n3cnnc3)o2)ccc1Cl,-11%[57.5 µM],-4%,5%,2%,9,-14%,2,16%,4%
Cc1ccc(S(=O)(=O)N2CCN(Cc3noc(CCC(=O)N4CCCCC4)n3)CC2)c(C)c1,i,4%,2%,x,x,-21%,-4,-5%,x
O=C(CCC(=O)Nc1nnc(C2CCCCC2)s1)Nc1ccc(F)cc1,-12%,-1%,-2%,-2%,5,u,12,1%,0%
CC1CCN(c2ccc(NC(=S)NC(=O)c3ccc(-c4cccc([N+](=O)[O-])c4)o3)cc2)CC1,i,0%,14%,7%,-20,4%,-3,0%,3%
COc1cc2ccccc2cc1C(=O)Nc1ccc2oc(-c3cccc(Cl)c3Cl)nc2c1,-20%,17%,4%,x,x,9%,-14,9%,x
C[n+]1ccccc1C1CCCC/C1=N\NC(N)=S (stereo not given),-93%[inhibitor],20%,-28%,2%,-11,-8%,-5,2%,-6%
CCOC(=O)c1c(-c2ccccc2)csc1/N=C/C1C(=O)CCCC1=O,-13%,11%[1.53 µM],u,-28%,5,-16%,-4,u,18%
COc1ccc(CNC(=O)CSc2nnc3nc(C)cc(C)n23)cc1OC,-24%,11%,-19%,0%,-4,23%,-6,19%,-1%
CC1(C(=O)NCC2CC2)Cc2c(-c3ccc4c(c3)OCO4)ccnc2O1 (stereo not given),i,-28%,18%,10%,0,u,-10,-29%,-3%
COC(=O)c1ccc(NC(=S)N2CCN(Cc3ccccc3)CC2)cc1,-53%[inhibitor][57.5 µM],-5%,-2%,-11%,-9,-5%,-2,0%,-3%
O=C(N1CCCC1)C12CC3CC(CC(Cl)(C3)C1)C2,i,-5%,19%,10%,2,u,6,-1%,-1%
CCc1nc2nc(C)c(NS(=O)(=O)c3ccc(C)c(C)c3)c(=O)n2[nH]1,i,-2%,-7%,1%,3,0%,6,-6%,0%
CC(C)c1ccc(NC(=O)Cc2ccc(NC(=O)N3CCCCc4ccccc43)cc2)cc1,-20%,-11%,15%,x,x,0%,-4,u,x
c1ccc(Cc2nnc(Sc3ccccc3)c3ccccc23)cc1,-11%,8%,-23%,1%,u,-6%,-36,u,-7%
CCC[C@@H]1Cc2ccccc2N1C(C)=O,i,14%,0%,19%,2,-2%,4,9%,0%
CCOCCCNC(=S)NNC(=O)CCn1nc(C)c(Br)c1C,i,u,0%,3%,-97*,15µM*,-35,5.6µM*,-7%
Cc1c([N+](=O)[O-])cc(C(=O)N2CCOCC2)cc1[N+](=O)[O-],i,5%,6%,-4%,12,9%,-3,10%,1%
CSc1cc(C)[nH]c(=O)n1,-38%[inhibitor],-5%,4%,-1%,9,0%,-1,8%,-10%
O=C(CN1CCCC1)Nc1cc(C(F)(F)F)ccc1Cl,i,-6%[0.307 µM],12%,-17%,-12,8%,3,4%[0.307 µM],0%
CCN(CC)CCCNC(=O)c1cn(-c2cccc(OC)c2)c(=O)c2ccccc12,i,-10%,-21%,3%,-6,30%,-2,3%,1%
Cc1cccc(-c2cccc3nccn23)c1,i,-3%,12%,0%,18,4%,0,22%,1%
COCCN1C(=O)/C(=C/c2ccc(OCc3ccc(C(=O)O)cc3)c(OC)c2)SC1=Nc1ccccc1,-42%[inhibitor],2%,0%,-2%,35,21µM*,14,13%,3%
CC(=O)Oc1ccccc1Cn1c(C)c(C(=O)NCc2ccccc2C(F)(F)F)sc1=O,-8%,-5%,0%,3%,0,u,5,u,7%

# Following part.
SMILES,PTHR1 ag,GLP1R cytotox,TDP43 rescue,GLP-1R agonist,D3 antag,KB-V1 cytotox,DRD3 agonist,GLP-1R inv ag,aSyn rescue
CN(C(=O)c1ccc(=O)n(Cc2ccc(Cl)cc2)c1)c1ccccc1,-4%,-18%,-5%[9.22 µM],10%,14,0%,11,-16%,-3%
CCCOc1cccc(-c2nnc(NC(=O)c3ccco3)s2)c1,-12%,-45%,12%,-2%,2,u,-2,u,-5%
Cc1cc2nn(-c3ccc(F)cc3)nc2cc1NC(=O)c1ccc(C(C)(C)C)cc1,i,0%,17%,-2%,x,-11%,1,10%,-15%
CCCC(C(=O)Nc1ccc(C)c(S(=O)(=O)N2CCOCC2)c1)c1ccccc1 (stereo not given),-4%,-4%,16%,9%,4,u,1,u,2%
O=C(Cn1c(=O)oc2cc(S(=O)(=O)NCc3ccccc3)ccc21)N(CCO)Cc1ccccc1,i,3%,11%,x,x,2%,2,-2%,x
CCc1ccc(C(=O)COC(=O)c2cnc(C)cn2)cc1,i,-9%,26%,1%,13,10%,-3,7%,1%

# Screens from PubChem.
